Compound activity from PubChem.
aSyn rescue: rescues yeast growth from alpha-synuclein toxicity. Yeast expressing alpha-synuclein, growth rescue, BacTiter-Glo, 24 h. Potency, µM (titrated, usually from 46.1 µM), inactives show top-dose growth rescue (activation), most hits filed as activators. AID 652106. hit rate 0.14% among 370,000; further: potency means the concentration at half of the fitted maximal effect; % of control where 0% means no effect; nearly all actives have a fitted effect of over 65% in size
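Screening used galactose-induced yeast with toxic alpha-synuclein levels, exposed to compound for 24 hr at 30 deg C. Cell growth, read with BacTiter-Glo luminescence, gave the measured signal.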
FUS suppressor: FUS proteinopathy suppression in yeast. S. cerevisiae FUS-expressing, growth rescue, OD600, 24 h. Potency, µM (top dose mostly 76.6 µM), for the others: at the highest dose growth rescue (activation), actives largely listed as activators. hit rate 0.24% among 390,000;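 further: potency means the concentration at half of the fitted maximal effect; plate controls were DMSO vehicle for no effect and reference control for full effect; nearly all actives have a fitted effect of over 55% in size; some results filed as inactive show a strong effect at the top dose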
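Compound concentration series was pinned onto galactose-induced FUS-expressing yeast seeded at OD 0.005. Plates sat 24hr at 30C; absorbance at 600 nm gave growth. DMSO served as background control.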
DRD3 antagonist: blocks the human D3 dopamine receptor; P35462; D3R cells, DiscoveRx beta-arrestin luminescence, antagonist mode; stronger effect = lower value; max response, negative = inhibition, %; hit rate 2.5% among 360,000; AID 652054; in the data active means max response below about -50%; inconclusive means no clear call, values can overlap the other calls; further: on the % scale 0 is the no-effect control and ±100 the full control effect; mostly tested at two doses, the higher about 12 µM
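Cells expressing the human receptor were seeded at 1500 cells/well, incubated overnight at 37 degrees C in 5% CO2, then exposed to library compounds with dopamine controls for 90 minutes at 37 degrees C before luminescent detection.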
EPAC2 antagonist: blocks human EPAC2 exchange factor. Q8WZA2. EPAC2 GEF exchange of Rap1B-BODIPY-GDP, fluorescence. Potency, µM (doses to about 114 µM), inactives show at the top dose activity, negative = inhibition, actives largely listed as inhibitors. hit rate 0.18% among 360,000; further: potency means the concentration at half of the fitted maximal effect; on the % scale 0 is the no-effect control and ±100 the full control effect; nearly all actives have a fitted effect of over 45% in size; many of its hits are not listed in these tables
Target sequence (Q8WZA2 whole entry, looked up): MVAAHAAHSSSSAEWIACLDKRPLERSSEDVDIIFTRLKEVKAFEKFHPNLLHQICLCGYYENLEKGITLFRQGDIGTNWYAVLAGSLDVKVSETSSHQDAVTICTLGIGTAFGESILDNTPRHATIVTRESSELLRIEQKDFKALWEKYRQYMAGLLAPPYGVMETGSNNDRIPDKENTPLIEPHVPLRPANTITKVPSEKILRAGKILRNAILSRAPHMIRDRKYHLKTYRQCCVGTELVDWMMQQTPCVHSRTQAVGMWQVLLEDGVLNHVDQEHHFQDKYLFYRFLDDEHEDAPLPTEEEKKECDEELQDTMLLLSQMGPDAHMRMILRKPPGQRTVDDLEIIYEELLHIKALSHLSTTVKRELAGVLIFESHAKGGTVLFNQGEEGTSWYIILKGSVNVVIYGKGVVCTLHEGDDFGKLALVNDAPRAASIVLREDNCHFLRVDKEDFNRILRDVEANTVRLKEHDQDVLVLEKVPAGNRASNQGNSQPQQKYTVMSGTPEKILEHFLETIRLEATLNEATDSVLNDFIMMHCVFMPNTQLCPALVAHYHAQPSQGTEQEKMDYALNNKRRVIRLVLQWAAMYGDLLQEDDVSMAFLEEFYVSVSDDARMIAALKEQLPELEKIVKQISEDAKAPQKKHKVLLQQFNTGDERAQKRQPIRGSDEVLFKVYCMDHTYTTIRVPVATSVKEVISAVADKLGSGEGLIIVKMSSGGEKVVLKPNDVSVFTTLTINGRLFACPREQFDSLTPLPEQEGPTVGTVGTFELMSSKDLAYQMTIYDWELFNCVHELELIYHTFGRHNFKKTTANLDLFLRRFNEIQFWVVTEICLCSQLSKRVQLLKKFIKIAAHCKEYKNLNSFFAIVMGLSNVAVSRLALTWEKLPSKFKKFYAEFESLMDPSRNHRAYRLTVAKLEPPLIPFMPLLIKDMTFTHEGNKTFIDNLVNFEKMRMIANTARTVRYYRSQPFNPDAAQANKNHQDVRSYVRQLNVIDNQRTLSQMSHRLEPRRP
EPAC2 agonist: agonists of human EPAC2 (RAPGEF4). hit rate 0.079% among 360,000. Potency, µM (highest dose often 154 µM), inactives show at the highest dose activation, actives largely listed as activators. EPAC2 activation, biochemical qHTS; response scale: 100% = 6.5 mM cAMP response; further: potency means the concentration at half of the fitted maximal effect; nearly all actives have a fitted effect of over 50% in size
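EPAC2 (100 nM) mixed with Rap1B loaded with BODIPY-GDP (250 nM) plus 50 uM unlabeled GDP; compounds pinned in, 5 min RT, then read every 5 min for 30 min (ex 480, em 540 nm). Normalized to cAMP control.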
TDP-43 yeast inh: rescues yeast growth from TDP-43 toxicity | Potency, µM (top dose mostly 46.1 µM), for inactives: at the top dose growth rescue (activation), usual class: activators | hit rate 1.8% among 410,000 | AID 652104 | TDP-43 expressing yeast growth rescue, BacTiter-Glo, 24 h; further: potency means the concentration at half of the fitted maximal effect; % of control where 0% means no effect; nearly all actives have a fitted effect of over 50% in size
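Readout is BacTiter-Glo luminescence of cell growth, so inhibitors register as activators. TDP-43-expressing yeast at OD600=0.02 in galactose medium, after raffinose pregrowth to mid-log, were incubated with compound for 24 hr at 30 deg C.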
D3 ag: D3 dopamine receptor (human) agonism. P35462. D3R DiscoveRx beta-arrestin cells, luminescence, 90 min. max activation, %. hit rate 0.58% among 410,000. AID 652048; in the data active means max activation above about 30%; further: 0% is about no effect; mostly tested at two doses, the higher about 12 µM
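Agonist-mode cell screen: cells plated at 1500/well and incubated overnight at 37 °C, then exposed to library compounds for 90 min at 37 °C. Detection reagent was added for 30–60 min at room temperature, and luminescence was read.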
Abeta yeast res: restores growth of yeast expressing A-beta42 peptide. Potency, µM (series often up to 46.1 µM), for the others: at the top dose growth rescue, usual class: activators. yeast expressing A-beta42, growth rescue, OD600, 48 h; response scale: 0% DMSO, 100% iron-clioquinol control. AID 1347071. hit rate 0.063% among 410,000; further: potency means the concentration at half of the fitted maximal effect; nearly all actives have a fitted effect of over 55% in size
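Yeast A-beta toxicity model in growth medium with pinned compounds, 48 h at 30 C; growth read as absorbance at 600 nm. Normalized to FeCl3/clioquinol equimolar mix (positive) and DMSO (negative).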
* marks the source's active call; other numbers are inactive results; u = inconclusive; x = not tested or not shown; & = joins results of further samples; [ ] = remark or other dose. Unless noted, the call rests on the fitted dose curve; in most records, active means well fitted curve in the direction sought with a large enough effect; inconclusive means small, poorly fitted or top-dose-only effect, or another doubt; inactive means no such curve, though single readings can be large; an effect the other way counts as inactive or inconclusive. Not all compounds are listed; rates above refer to the full screens.

SMILES	aSyn rescue	FUS suppressor	DRD3 antagonist	EPAC2 antagonist	EPAC2 agonist	TDP-43 yeast inh	D3 ag	Abeta yeast res
Cc1cc(C)nc(SC2c3cccc4cccc(c34)C2NS(=O)(=O)c2ccccc2)n1 (stereo not given)	-2%	42%	-15	-2%	5%	u	-10	-1%
COc1cccc(NC(=O)C(Cc2ccccc2)n2cccc2)c1 (stereo not given)	8%	-3%	11	-16%	1%	13µM*	9	-16%
CC1NC(=O)COC1c1ccccc1 (stereo not given)	-2%	-33%	-12	3%	9%	12%	3	-6%
O=C(CNC(=S)N(Cc1ccccc1)Cc1cccnc1)N1CCOCC1	5%	6%	2	8%	2%	3%	-1	19%
COC(=O)c1ccn(CSc2c(F)c(F)cc(F)c2F)n1	1%	24%	25	-7%	8%	8%	2	-7%
CCC1(c2ccc(F)cc2)NC(=O)N(CC(=O)NCc2ccc(C)cc2)C1=O (stereo not given)	-2%	17%	-12	6%	4%	6%	6	-13%
O=C(CO/N=C/c1ccccc1OC(F)F)N1CCc2ccccc21	2%	-1%	3	11%	-1%	10%	2	-8%
CCOc1ccc(NC(=O)CCCOc2cc(=O)n(C)c3ccccc23)cc1	1%	-3%&-3%	23	7%	-1%	12%&13%	3&0	-11%&2%
COc1ccccc1CNCC(=O)NCc1ccc(C)cc1	-3%	-4%	-87*	5%	13%	0%	-20	12%
CCOC(=O)c1c(C)[nH]c(C)c1S(=O)(=O)N(C)CC(=O)Nc1cc(C)ccc1OC	5%	u	0	7%	8%	13%	0	x
CCCCOCCCn1c(-c2ccco2)nc2nc3ccccc3nc21	4%	33%	50	-3%	6%	24%	5	-9%
CCOC(=O)C1CCCN(Cc2cc(OC)c(O)c(OC)c2)C1 (stereo not given)	0%	12%	-2	4%	6%	-21%	-51	-26%
O=C(NCCn1cccn1)c1ccc(OC2CCN(CCc3ccccc3)CC2)cc1	1%	11%	0	0%	-3%	x	-13	4%
O=C(CCNC(=O)Cn1cnc2ccccc2c1=O)NCCC1=CCCCC1	-9%	-15%	-18	3%	8%	-5%	4	8%
COc1ccc(NC(=O)Cn2cnc3ccc(S(=O)(=O)N4CCC(C)CC4)cc3c2=O)c(OC)c1	x	13%	x	x	x	-8%	-3	-16%
CCc1sc(C(=O)NNC(=O)c2cncc(Br)c2)cc1C	13%	10%	-7	13%	-13%	7%	-3	20%
Cc1ccc2oc3c(c(=O)c2c1)C(c1ccc(O)cc1)N(CCCN(C)C)C3=O (stereo not given)	x	12%	x	x	x	1%	-14	-6%
CC(C)CC(OC(=O)CC1Sc2ccccc2NC1=O)C(=O)NC1CCCC1 (stereo not given)	-8%	32%	-20	-10%	10%	u	-20	-8%
COc1cc(OC)cc(C(=O)NCC(=O)NCCN2C(=O)S/C(=C\c3ccccc3Cl)C2=O)c1	0%	20%	8	4%	0%	0%	0	-5%
CCCCCCOC(=O)/C=C/c1c(C)[nH]c(=O)[nH]c1=O	-17%	-13%	-20	5%	14%	-6%	-3	-17%

Quoted from the listing.
COc1ccc(NC(=O)Cn2cnc3ccc(S(=O)(=O)N4CCC(C)CC4)cc3c2=O)c(OC)c1 @ FUS suppressor: 13%
COc1cc(OC)cc(C(=O)NCC(=O)NCCN2C(=O)S/C(=C\c3ccccc3Cl)C2=O)c1 @ EPAC2 antagonist: 4%
O=C(NCCn1cccn1)c1ccc(OC2CCN(CCc3ccccc3)CC2)cc1 @ DRD3 antagonist: 0

The listing picks up, repeating the two entries before the break.
SMILES	aSyn rescue	FUS suppressor	DRD3 antagonist	EPAC2 antagonist	EPAC2 agonist	TDP-43 yeast inh	D3 ag	Abeta yeast res
COc1cc(OC)cc(C(=O)NCC(=O)NCCN2C(=O)S/C(=C\c3ccccc3Cl)C2=O)c1	0%	20%	8	4%	0%	0%	0	-5%
CCCCCCOC(=O)/C=C/c1c(C)[nH]c(=O)[nH]c1=O	-17%	-13%	-20	5%	14%	-6%	-3	-17%
NS(=O)(=O)c1ccc(CCNC(=O)C(=O)NCC2OCCN2C(=O)c2ccc3c(c2)OCO3)cc1 (stereo not given)	-5%	18%	2	0%	-1%	-13%	3	-1%
Cn1c(O)c(N=NC(=O)c2cc(-c3cccs3)nc3ccccc23)c2ccccc21	-7%	x	38	5%	1%	14%	15	6%
COc1ccc(-c2nn3c(-c4cccc(C)c4)nnc3s2)cc1OC	-1%	14%	-24	15%	2%	-1%	-2	-19%
CCN(CC)C(=O)c1nc[nH]c1C(=O)N1CCC(C)CC1	12%	-4%	22	9%	4%	-8%	5	5%
CCN(Cc1cc2cc(C)ccc2[nH]c1=O)C(=O)c1cccc(OC)c1	1%	x	3	-5%	-6%	-7%	-2	1%
CC(C)(C)c1cc(C(=O)N/N=C/c2ccccn2)n[nH]1	1%	-4%	-14	-1%	7%	16%	1	14%
COc1cc(/C=C2/NC(=O)N(CC(=O)Nc3ccc(C)cc3)C2=O)ccc1Oc1ccc([N+](=O)[O-])cn1	0%	6%	34	-6%	-5%	9%	0	2%
Cc1ccc(OCC(=O)Nc2ccc(Cl)c(-c3nc4ncccc4o3)c2)c(C)c1	x	30%	x	x	x	u	15	0%
Cc1ccc(-c2noc(CCC(=O)Nc3ccccc3C)n2)cc1	-5%	u	4	-15%	5%	0%	-6	8%
CC(C)(C)c1csc(NC(=O)C2COc3ccccc3O2)n1 (stereo not given)	-21%	18%	0	-16%	12%	-2%	-7	10%
O=C(CN1C(=O)c2cccnc2Oc2ccc(Cl)cc21)NC1CCCC1	-4%	15%	0	22%	5%	-25%	-11	-5%
C=CCn1c(-c2cc3cccc(OC)c3o2)n[nH]c1=S	8%	11%	-17	-6%	-4%	0%	-1	16%
O=C(Nc1ccc(F)cc1)c1ccc(Cn2cnnn2)cc1	-2%	7%	-1	-1%	-2%	19%	4	-13%
Cc1ccccc1S(=O)(=O)NC(=O)C1(C)CCN1C(=O)CC(c1ccccc1)c1ccccc1 (stereo not given)	5%	u	0	-11%	-1%	0%	1	-7%
Cc1cc(C)nc(-n2nc(C)c3c2N(Cc2ccccc2C)C(=O)CC3c2ccc(Cl)cc2)n1 (stereo not given)	x	-3%	x	x	x	9%[9.22 µM]	-21	24%
Nn1c(SCC(=O)Nc2ccc(S(=O)(=O)N3CCCC3)cc2)nnc1C(F)(F)F	-12%	11%	-15	4%	10%	-20%	-1	4%
Cn1c(=O)[nH]c(=O)c2c1nc(Br)n2CCSc1nc2ccccc2o1	5%	11%	-70*	0%	8%	-23%	-6	-9%
CC(=O)Oc1ccccc1Cn1c(C)c(C(=O)NCc2cccc(Cl)c2)sc1=O	1%	33%	u	7%	-1%	1%	-2	8%
Cc1ccc(S(=O)(=O)c2cc(C)cc(S(=O)(=O)Nc3ccc(C(=O)O)cc3)c2C)cc1	-8%	18%	-4	0%	6%	-13%	1	-16%
COC(=O)C(C#N)C(=C1C(=O)CC(C)(C)CC1=O)c1ccc(O)cc1 (stereo not given)	10%	33%	u	0%	3%	-16%	-7	-10%
CSc1ccccc1NC(=O)Nc1ccccc1Cl	-6%	12%	-16	3%	3%	-18%	-14	-4%
CC(CC(=O)Nc1cc([N+](=O)[O-])ccc1Cl)c1ccccc1 (stereo not given)	-3%	3%	-19	-2%	-15%	18%	-5	3%
CC(C)Cn1c(-c2ccc(C#N)cc2)nc2c1c(=O)[nH]c(=O)n2CC(C)C	5%	28%	9	8%	4%	-2%	4	-2%
O=C(Cc1ccccc1Cl)NCCCn1ccnc1	-4%	x	-21	-19%	5%	-9%	16	3%
CCCOc1ccc(/C=C2\SC(N)=NC2=O)cc1OC	4%	-1%	16	2%	-2%	12%	-1	-2%
Cc1ccc(NC(=O)N2CCOCC2)c(C)c1	2%	-6%	-19	6%	-4%	-17%	0	-14%
COC(C(=O)NCc1ccc(C)cc1)c1ccccc1 (stereo not given)	-4%	-32%	-1	-10%	3%	10%	1	6%
COc1ccccc1N1CCN(C(=O)c2ccncc2)CC1	1%	22%	2	3%	5%	-10%	0	-1%
COc1cc(/C=C/c2sc3ccccc3[n+]2CCCS(=O)(=O)[O-])ccc1O	-46%[inhibitor]	9%	u	u	0%	-60%[inhibitor]	-2	-56%[inhibitor]
NS(=O)(=O)c1ccc2nc(NC(=O)C3=COCCO3)sc2c1	-2%	10%	11	2%	5%	11%	3	-3%
COc1ccccc1NC(=O)C1CCN(c2ncnc3c2nc2n3CCCCC2)CC1	-5%	27%&-20%	10	-2%	9%	u	1&15	-3%&-2%
Cc1cc(S(=O)(=O)N2CCOCC2)ccc1OCC(=O)N1CCCC1	0%	-9%	-6	7%	-1%	7%	-3	0%
COc1ccc(NS(=O)(=O)c2ccc3nc(COc4cccc5ccccc45)[nH]c3c2)cc1	1%	x	-8	6%	5%	6%	1	4%
CC1(C)Oc2cc3oc(C(=O)O)cc(=O)c3cc2-c2ccccc21	1%	-15%	9	-21%	7%	20%	-5	-6%
CC1CCCN(S(=O)(=O)CCNC(=O)c2ccccc2)C1 (stereo not given)	5%	-22%	1	7%	1%	1%	4	-7%
Cc1cccc(NC(=O)c2cc(-c3c(C)cc(C)cc3O)n[nH]2)c1	2%	4%	-6	0%	1%	-1%	-16	0%
CCc1nc2ccc(C(=O)NCCOc3ccc(OC)cc3)cn2c1N(C=O)Cc1ccc(OC)cc1	-5%	24%	0	1%	11%	-1%	-10	-27%
CCn1cc([N+](=O)[O-])c(C(=O)N2CCCC2)n1	2%	-13%	11	8%	5%	-5%	32*	3%
Cc1ccc(/C=C/c2onc(C)c2S(=O)(=O)N2CCC(C(=O)N3CCOc4ccccc43)CC2)cc1	x	9%	x	x	x	6%	-15	-3%
O=C1/C(=C/c2cccs2)SC(=S)N1c1cccc(O)c1	-8%	-2%	-6	-13%	18%	5%	7	-49%[inhibitor]
Cc1ccc(C2=N/C(=C\N(C)C)C(=O)O2)cc1	-3%	15%	-27	7%	-10%	-14%	-4	-12%
CN(C)Cc1cccc(-c2ccccc2)c1O	-6%	-2%	-4	u	5%	-21%	-12	-22%
CCN(CC)S(=O)(=O)c1ccc(O)c(C(=O)OCC(=O)Nc2cc(C)c(C)cc2[N+](=O)[O-])c1	1%	13%	3	-3%	8%	-4%	0	1%
COc1ccc(NC(=O)c2cc(-c3cc(Cl)ccc3OC)n[nH]2)c(C)c1	9%	u	8	-26%	21%	0%	10	-35%[inhibitor]
CCCCCCCn1c2c(c(=N)c3ccccc31)CCC2	-9%	-22%	-2	15%	5%	-21%	-4	-58%[inhibitor]
